# MLLE-PAM2 inh: inhibitors of microRNA-mediated deadenylation, human PABP1 MLLE binding. AID 588489. GST-MLLE / FITC-PAM2 fluorescence polarization. hit rate 0.36% among 360,000. inhibition, % at 20 µM; in the data active = inhibition above about 35%, passing the limit was not always enough;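 also: plate controls were DMSO wells with GST-MLLE for no effect and wells lacking GST-MLLE protein for full effect; some results filed as inactive read as strong as hits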
# E coli Lon inh: inhibitors of E. coli Lon protease; P0A9M0; purified E. coli Lon protease, fluorescence polarization; inhibition, % at 7.94 µM; hit rate 0.42% among 360,000; in the data active = inhibition above about 13%, passing the limit was not always enough;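 also: 0% = enzyme with probe and DMSO and 100% = no enzyme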
# CSN inh: CSN deneddylation inhibition | Purified CSN, SCF-Nedd8-OG deneddylation, fluorescence polarization | hit rate 0.38% among 360,000 | inhibition, % at 12.5 µM;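 active = pattern-corrected inhibition above about 35%, with an unprinted fluorescence ratio check between 0.5 and 1.5, limit read from the data, passing the limit was not always enough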;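 also: 0% = enzyme with substrate and 100% = substrate without enzyme; some results filed as inactive read as strong as hits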
#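 test system = HEK293T-derived human Csn5 enzyme | amount = 0.24 nM Csn5 enzyme, final concentration | medium = Tris/NaCl/DTT buffer, pH 7.5 | schedule = 90 min reaction at room temperature | signal = FP | evaluation = inhibition of Csn5 cleavage, % | compound dosing = single dose of 12.5 µM compound with 0.25% DMSO | probe or stimulus = 10 nM SCFSkp2-Nedd8OG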
# MsrA inh: inhibitors of bovine MsrA; inhibition, % at 15.5 µM; AID 651718; hit rate 0.75% among 360,000; purified bovine MsrA, absorbance read-out; in the data active = inhibition above about 4.5%;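 also: 0% = vehicle wells with enzyme and 100% = reference inhibitor wells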
# Neddylation inh: blocks human cullin neddylation; hit rate 0.58% among 360,000; TR-FRET cullin neddylation, biochemical; calls only at 25 µM; AID 651699; in the data active = inhibition above about 36%
# FAS-TE inh: inhibitors of human fatty acid synthase thioesterase domain; P49327; recombinant FAS-TE, OMFH fluorogenic substrate, fluorescence endpoint; inhibition, % at 15 µM; hit rate 0.67% among 360,000;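 active = compounds whose normalised, plate-corrected inhibition of enzyme fluorescence in the single-dose primary screen is 50% or more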;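 also: 0% = DMSO with enzyme and 100% = substrate without enzyme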
# Tb MetRS inh: Trypanosoma brucei MetRS inhibition. purified T. brucei MetRS, ATP depletion, Kinase-Glo luminescence. inhibition, % at 11.9 µM. hit rate 0.4% among 360,000. AID 624268;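 active = inhibition above a per-plate cutoff of the control wells' mean inhibition plus 3 SD, cut at about 5.5% in these data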;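 also: 0% = DMSO wells median and 100% = median of wells with control inhibitor compound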
#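 Material – parasite MetRS enzyme · Medium – HEPES-MgCl2-KCl buffer plus DTT, spermine, BSA, pyrophosphatase · Reagent – ATP, methionine and E. coli bulk tRNA substrates · Times – 15 min enzyme-compound preincubation, 2 h reaction, 10 min detection, 25 °C · Measured by – luminescence of leftover ATP · Evaluation – percent inhibition relative to median high and low control wells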
# MsrA act: activates bovine MsrA enzyme; purified bovine MsrA, absorbance read-out; activation, % at 10.6 µM; hit rate 0.3% among 360,000; AID 602163; in the data active = activation above about 7.5%;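 also: 0% = vehicle and 100% = reference activator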
# Rin1 Abl inh: blocks binding of human Rin1 to Abl; inhibition, % at 7.35 µM; AID 588664; P00519+Q13671; hit rate 0.4% among 360,000; TR-FRET Rin1/Abl binding, biochemical; in the data active = inhibition above about 5%, passing the limit was not always enough
# Target sequence (P00519 whole entry, looked up): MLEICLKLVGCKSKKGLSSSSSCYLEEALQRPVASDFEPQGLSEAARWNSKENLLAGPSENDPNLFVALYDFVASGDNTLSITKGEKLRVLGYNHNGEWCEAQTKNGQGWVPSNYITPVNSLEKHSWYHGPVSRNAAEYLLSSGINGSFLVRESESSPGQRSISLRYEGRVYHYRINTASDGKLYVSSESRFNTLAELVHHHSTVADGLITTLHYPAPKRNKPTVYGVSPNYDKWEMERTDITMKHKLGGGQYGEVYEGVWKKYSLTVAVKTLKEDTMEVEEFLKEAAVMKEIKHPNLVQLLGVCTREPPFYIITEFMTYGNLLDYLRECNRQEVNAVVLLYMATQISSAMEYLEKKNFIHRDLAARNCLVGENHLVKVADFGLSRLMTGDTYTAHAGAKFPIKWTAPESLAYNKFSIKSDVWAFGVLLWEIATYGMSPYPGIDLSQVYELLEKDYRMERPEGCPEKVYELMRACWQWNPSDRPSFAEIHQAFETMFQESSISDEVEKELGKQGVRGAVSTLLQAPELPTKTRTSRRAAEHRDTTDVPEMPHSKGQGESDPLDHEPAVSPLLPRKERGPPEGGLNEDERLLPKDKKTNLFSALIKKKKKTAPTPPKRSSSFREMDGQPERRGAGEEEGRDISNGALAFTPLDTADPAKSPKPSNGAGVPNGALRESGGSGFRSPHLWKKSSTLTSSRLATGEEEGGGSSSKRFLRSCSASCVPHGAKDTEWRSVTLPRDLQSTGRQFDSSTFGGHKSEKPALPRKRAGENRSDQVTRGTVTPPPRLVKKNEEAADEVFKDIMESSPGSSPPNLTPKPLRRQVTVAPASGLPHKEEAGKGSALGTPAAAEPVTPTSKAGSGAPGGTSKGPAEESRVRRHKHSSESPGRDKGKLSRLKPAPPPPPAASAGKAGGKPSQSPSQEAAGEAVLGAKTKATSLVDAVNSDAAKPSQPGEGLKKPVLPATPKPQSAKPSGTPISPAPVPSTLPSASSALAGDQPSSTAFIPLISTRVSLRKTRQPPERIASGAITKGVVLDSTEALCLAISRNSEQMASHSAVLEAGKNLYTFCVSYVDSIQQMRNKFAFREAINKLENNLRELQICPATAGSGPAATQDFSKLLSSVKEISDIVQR
# Target sequence (Q13671 whole entry, looked up): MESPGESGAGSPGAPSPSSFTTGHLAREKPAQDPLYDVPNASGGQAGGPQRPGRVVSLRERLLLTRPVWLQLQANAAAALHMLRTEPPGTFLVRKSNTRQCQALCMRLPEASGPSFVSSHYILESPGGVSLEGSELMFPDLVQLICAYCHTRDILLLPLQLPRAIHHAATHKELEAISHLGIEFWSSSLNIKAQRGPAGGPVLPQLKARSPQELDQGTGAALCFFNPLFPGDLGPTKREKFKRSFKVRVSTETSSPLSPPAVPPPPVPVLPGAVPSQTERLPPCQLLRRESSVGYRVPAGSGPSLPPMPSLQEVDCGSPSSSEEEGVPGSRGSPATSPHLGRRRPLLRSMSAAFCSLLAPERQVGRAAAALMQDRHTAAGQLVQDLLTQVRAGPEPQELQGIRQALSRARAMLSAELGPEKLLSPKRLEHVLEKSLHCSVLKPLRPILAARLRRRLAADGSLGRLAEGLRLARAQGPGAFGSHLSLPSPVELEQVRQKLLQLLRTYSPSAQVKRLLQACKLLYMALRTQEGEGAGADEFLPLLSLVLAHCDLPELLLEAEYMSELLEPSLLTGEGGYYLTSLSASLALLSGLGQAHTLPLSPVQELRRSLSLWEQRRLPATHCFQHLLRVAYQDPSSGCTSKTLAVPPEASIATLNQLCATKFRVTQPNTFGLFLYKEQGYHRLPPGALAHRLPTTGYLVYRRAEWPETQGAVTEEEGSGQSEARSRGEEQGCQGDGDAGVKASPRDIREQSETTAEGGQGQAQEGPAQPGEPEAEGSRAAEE
# * marks the source's active call; other numbers are inactive results; i = inactive; x = no result given.
SMILES,MLLE-PAM2 inh,E coli Lon inh,CSN inh,MsrA inh,Neddylation inh,FAS-TE inh,Tb MetRS inh,MsrA act,Rin1 Abl inh
CC(=O)c1nn(-c2ccc(C(F)(F)F)cc2)c(=O)[nH]c1=O,3,-6,-6,0.2,i,-4,-0.3,-4,0
COCCOC(=O)C1=C(C)NC(=O)NC1c1cn(-c2ccccc2)nc1-c1cccs1 (configuration not stated),12,10,0,-0.2,i,4,-0.9,-2,-1
O=C(NC1CCCCCC1)C1CCN(C(=O)Cc2ccccc2)CC1,11,-13,-7,-0.2,i,-2,-0.5,-2,0
Cc1ccccc1CN1CCN(CC(=O)NCc2ccco2)C1=O,-2,-9,5,-0.5,i,-8,-1.4,-4,2
O=C(NCCCN1CCCC1=O)c1cc(S(=O)(=O)N2CCOCC2)ccc1Cl,0,-4,5,-0.3,i,-2,0.0,-2,4
Cc1cc(NC(=O)Cn2cnc3c2c(=O)n(C)c(=O)n3C)n(-c2ccccc2)n1,-7,-3,-2,-1.0,i,-5,-0.5,-5,-2
O=C1Nc2cc(C(=O)NCCN3CCCCCC3)ccc2S/C1=C/c1ccccc1F,-17,18,4,-0.1,i,-16,-0.2,-2,-3
Cc1cccc(N/N=C/c2ccc(C)s2)c1,0,5,3,0.1,i,-1,-0.5,-2,1
Cc1ccc(C(NC(=O)NC(C)c2ccccc2)C(Cl)(Cl)Cl)cc1F (configuration not stated),15,3,-3,0.0,i,16,-0.1,-5,-2
COc1cccc(NC(=O)C2(C)CCN2C(=O)CCc2ccc(Cl)cc2Cl)c1 (configuration not stated),-5,-4,-3,0.2,i,11,0.5,0,3
COc1ccc(N(C)S(=O)(=O)c2ccc(Cl)c(C(=O)NCCc3ccc(Cl)cc3)c2)cc1,-12,-3,2,1.3,i,24,-0.3,-9,3
COc1ccc(/C=C(\NC(=O)c2ccc(C)cc2)C(=O)NCCN2CCOCC2)cc1,-7,3,-4,0.3,i,0,-0.2,2,3
Cc1ccc(C(=O)Nc2cc(-c3ccn[nH]3)c(C)n(N)c2=O)cc1,-12,-4,4,-0.2,i,-3,-0.7,-2,-2
O=C(Nc1cccc(NC(=O)c2ccc(-c3ccc(Br)cc3)o2)c1)c1ccccc1,3,-2,6,2.6,i,22,-0.9,-10,-2
COc1ccc(N=C(N)SCc2ccccn2)cc1,-4,-2,5,0.2,i,-14,-0.3,-2,-2
Cc1cccc(NC(=O)C2CCCN2S(=O)(=O)c2ccc3c(c2)n(C)c(=O)c(=O)n3C)c1 (configuration not stated),11,7,-3,3.3,i,-2,-0.5,0,-1
COc1ccc(-c2noc(=O)n2CC(=O)N2CCC(Cc3ccccc3)CC2)cc1,13,4,-2,0.9,i,18,-0.3,-3,1
Cc1cc(C)n(-c2ncnc3c2oc2ccccc23)n1,-4,-8,-1,1.0,i,-4,0.9,0,-5
O=C(NC(=O)c1ccccc1Cl)C(=O)Nc1ccc(Cl)cc1,6,5,-1,0.2,i,-3,-0.5,-2,0
CCCCn1ccc(O)c(Cc2ccc(F)cc2)c1=O,1,7,1,-0.6,i,-5,-0.3,-3,-1
O=C(C1=C[C@H](c2csc3ccccc23)C[C@H](OCCCCO)O1)N1CCN(Cc2ccccc2)CC1,9,-5,5,-0.1,i,25,-0.2,0,1
Cc1ccnc(NC(=O)CCC(=O)N(CC(=O)NCCc2ccccc2)c2ccc(F)cc2)c1,1,10,0,0.2,i,4,-0.4,-6,-1
O=C(COc1ccc(Br)cc1F)NCC1(N2CCCCC2)CCCCC1,1,11,3,0.0,i,0,0.3,0,-3
CNc1ccc(S(=O)(=O)NCC(=O)OCC(=O)Nc2cccc(Cl)c2Cl)cc1[N+](=O)[O-],-18,4,-6,0.8,i,-6,-0.7,-6,-3
O=C(NCc1cccc(Cl)c1)c1cccc(C(F)(F)F)c1,-7,3,-2,-0.6,i,20,3.4,-6,7

# Single records (already shown):
# `Cc1cccc(NC(=O)C2CCCN2S(=O)(=O)c2ccc3c(c2)n(C)c(=O)c(=O)n3C)c1` (configuration not stated) is entered as MLLE-PAM2 inh = 11; E coli Lon inh = 7; CSN inh = -3; MsrA inh = 3.3; Neddylation inh = i; FAS-TE inh = -2; Tb MetRS inh = -0.5; MsrA act = 0; Rin1 Abl inh = -1
# `Cc1ccccc1CN1CCN(CC(=O)NCc2ccco2)C1=O` is entered as MLLE-PAM2 inh = -2; E coli Lon inh = -9; CSN inh = 5; MsrA inh = -0.5; Neddylation inh = i; FAS-TE inh = -8; Tb MetRS inh = -1.4; MsrA act = -4; Rin1 Abl inh = 2

# Additional compounds follow.
SMILES,MLLE-PAM2 inh,E coli Lon inh,CSN inh,MsrA inh,Neddylation inh,FAS-TE inh,Tb MetRS inh,MsrA act,Rin1 Abl inh
COc1ccc(CNC(=O)c2csnn2)cc1,10,-5,0,1.9,i,-6,-1.2,-6,3
O=C(NNS(=O)(=O)c1ccccc1[N+](=O)[O-])c1ccccc1Cl,-6,1,3,1.9,i,-2,-0.4,-2,0
O=S(=O)(c1ccc(OCC(O)CN2CCCCC2)cc1)N1CCOCC1 (configuration not stated),5,14,1,0.2,i,-6,-0.1,3,2
Cc1[nH]c(C)c(S(=O)(=O)N2CCc3ccccc32)c1C(=O)N1CCCCC1,-12,-2,1,0.9,i,-5,3.2,-2,-2
NC(=O)c1cc(-c2ccccc2)nc(N2CCOCC2)n1,-9,-3,6,0.7,i,-4,-0.8,-3,0
c1ccc(CNn2c(N3CCOCC3)nc3ccccc32)cc1,10,-9,-2,2.2,i,-7,-0.8,-4,2
O=C1CC(N2CCOCC2)C(=O)N1c1ccc(Cl)cc1 (configuration not stated),-3,3,0,-0.5,i,-4,-0.4,0,0
COc1cccc(Cn2cnc3c(NS(=O)(=O)c4cc(Cl)ccc4Cl)c(C)c(C)cc32)c1,-4,-5,6,-0.3,i,31,-0.6,4,8
COc1cccc(NC(=S)/C(=C(\[O-])c2cc(C)n(-c3ccccc3F)c2C)[n+]2ccc(N(C)C)cc2)c1,18,-5,0,0.9,i,18,-0.6,1,-2
CCOc1ccc(Oc2ccccc2NC(=O)C2=COCCO2)cc1,-9,8,0,0.4,i,12,-0.8,-12,1
CC(=O)Nc1ccc(Nc2nccc(C)n2)cc1,11,3,-1,1.4,i,-12,-0.1,-3,5
CCn1ncc(/C=N/NC(=O)c2ccc3c(c2)OCO3)c1C,-1,-8,0,2.3,i,-10,0.1,-1,1
COc1ccccc1C(=O)NCCC(=O)NC1CCC(C)CC1 (configuration not stated),4,-4,-4,-0.6,i,-8,-0.4,-2,3
C[C@H]1CN([C@@H](C)CO)C(=O)c2cc(NC(=O)C3CCCCC3)ccc2O[C@H]1CN(C)C(=O)Nc1ccc2c(c1)OCO2,10,1,0,-0.1,i,-12,-0.5,-4,4
CCOC(=O)N1CCC(N2C(=O)c3ccc(C(=O)NCc4ccc(F)cc4)cc3C2=O)CC1,-4,3,3,0.5,i,0,0.8,-1,-4
O=C(NCc1ccccc1)NC(=O)c1ccc(Cl)cc1,4,1,1,-0.6,i,-1,-0.5,-1,-1
COc1ccc(C(CC(=O)O)NS(=O)(=O)c2ccc3c(c2)NC(=O)CO3)cc1 (configuration not stated),1,1,1,0.1,i,-4,-0.1,-3,4
Cn1c(CCN2CCCC2)nc2cc(NS(=O)(=O)c3ccccc3)ccc21,-18,-22,3,0.9,i,5,-0.5,-4,5
O=C(NCc1cccnc1)Nc1cccc([N+](=O)[O-])c1,-4,12,0,0.3,i,3,0.6,-1,0
CC1CCN(CC(=O)Nc2ccc(N3CCCCCC3)cc2)CC1,-7,-1,10,-0.8,i,-1,-0.2,-3,0
O=C(Nc1cccc(OC(F)(F)F)c1)C1Cc2c(-c3ccc(Cl)cc3)ccnc2O1 (configuration not stated),-8,1,-3,0.3,i,32,-0.1,-8,-3
Cc1ccsc1C(=O)OCC(=O)NC1CCCCC1,-21,9,0,0.4,i,-3,-0.1,-2,0
O=C(c1cccnc1)N(c1cc2sc(=O)oc2c2ccccc12)S(=O)(=O)c1ccccc1,14,17,2,0.6,i,9,1.2,-4,0
O=C(CSC1=NCCS1)N1CCN(c2ccc(Cl)cc2)CC1,-76,2,0,0.9,i,0,-0.2,2,1
CCCCNC(=O)COC(=O)c1ccc(SC)cc1OC,0,4,2,0.9,i,-2,-0.8,-3,4

# The closing 4 records of the section before lead into the next.
SMILES,MLLE-PAM2 inh,E coli Lon inh,CSN inh,MsrA inh,Neddylation inh,FAS-TE inh,Tb MetRS inh,MsrA act,Rin1 Abl inh
Cc1ccsc1C(=O)OCC(=O)NC1CCCCC1,-21,9,0,0.4,i,-3,-0.1,-2,0
O=C(c1cccnc1)N(c1cc2sc(=O)oc2c2ccccc12)S(=O)(=O)c1ccccc1,14,17,2,0.6,i,9,1.2,-4,0
O=C(CSC1=NCCS1)N1CCN(c2ccc(Cl)cc2)CC1,-76,2,0,0.9,i,0,-0.2,2,1
CCCCNC(=O)COC(=O)c1ccc(SC)cc1OC,0,4,2,0.9,i,-2,-0.8,-3,4
Cc1cc(=O)[nH]c(SCC(=O)Nc2ccc(S(=O)(=O)N3CCCCC3)cc2)n1,9,-5,4,-0.8,i,-15,-0.2,0,-5
CCOC(=O)N1CCC(NC(=O)CNS(=O)(=O)c2ccc(Br)s2)CC1,-2,3,2,x,i,-8,-1.3,-4,2
O=C(COC(=O)Cc1cccc(C(F)(F)F)c1)NC1CC1,0,-6,2,0.2,i,-10,-0.2,-4,-1
CCCC1NC(C(=O)O)Cc2c1[nH]c1ccccc21 (configuration not stated),25,2,2,2.1,x,-3,0.4,-2,-1
CC1CCCCC1NC(=O)C1CC=CCC1C(=O)O (configuration not stated),6,0,-10,0.9,i,-11,1.7,-4,3
Cc1cccc(CSc2ccc3nnc(-c4ccccn4)n3n2)c1,5,5,-6,-0.3,i,-1,-0.8,-3,-5
CCN1CCN(C(=O)C2CCCN(S(=O)(=O)c3ccc(OC)c(OC)c3)C2)CC1 (configuration not stated),-7,-6,-1,1.6,i,-6,0.1,-2,-1
COc1ccc(-n2nc(C(=O)NCC(=O)N3CCCCCC3)c3ccccc3c2=O)cc1,-2,5,5,-0.2,i,-2,-0.7,0,3
COc1ccc(OC)c(S(=O)(=O)N2CCCC(C(=O)NCc3cccnc3)C2)c1 (configuration not stated),1,1,-2,0.7,i,-7,-0.1,-4,-1
COc1ccc(N(CC(=O)NCc2ccncc2)S(=O)(=O)c2ccccc2[N+](=O)[O-])c(OC)c1,-3,-6,2,1.4,i,-7,-0.4,-1,-2
CC(OC(=O)c1nc(Cl)ccc1Cl)C(=O)Nc1ccc2c(c1)OCCO2 (configuration not stated),12,1,-4,-0.1,i,-2,-0.3,-4,2
COc1ccc(-c2cc(C)no2)cc1S(=O)(=O)N1CCN(c2ccccc2F)CC1,9,-3,-1,-0.4,i,30,-0.7,-3,1
O=c1[nH]c(=O)c2nnc(N/N=C\c3ccc(O)cc3)nc2[nH]1,13,1,2,3.9,i,-6,-0.1,-2,-3
O=C(COc1ccc(Cl)cc1Br)NC(=O)NC1CCCC1,5,9,-10,-0.7,i,14,0.5,-4,3
Nc1ccc(N=Nc2ccccc2Cl)c(N)n1,11,-3,0,0.9,i,12,-0.6,-2,-4
O=C1OCC2=C1C(c1ccc3c(c1)OCO3)c1cc3c(cc1O2)OCO3 (configuration not stated),-6,0,-3,-0.3,i,10,-0.3,-3,7
CCc1nc2ccc(C(=O)NCCc3ccccn3)cn2c1N(C)CCC(C)C,-2,7,0,-0.3,i,-4,0.0,-4,4
CC(=O)Nc1ccccc1OCC(=O)NC(C)c1ccccc1 (configuration not stated),-7,-3,7,-0.6,i,-9,-0.6,-4,0
CCn1c(=O)cc(OCC(=O)N(C)C2CCCCC2)c2ccccc21,-5,0,-4,-0.4,i,-3,-1.0,-9,-1

# Assay outcomes as filed in PubChem.
